Alkaline phosphatase = inhibition of tissue-nonspecific alkaline phosphatase – biochemical, luminescent (AID 518) | purified TNAP enzyme, luminescent substrate readout; higher % means a stronger effect | inhibition, % at 20 µM, or IC50 in µM where a hit was titrated | 0.09% of 64,000 active; in the data active means a potency from the dose series; inactive means the rest, 99 in 100 with inhibition below about 22%;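 further: plate controls were vehicle for no effect and reference inhibitor for full effect; many of its hits are not listed in these tables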
Spn MK inh = inhibitors of Streptococcus pneumoniae mevalonate kinase | purified MK, PK/LDH-coupled NADH absorbance 340 nm | inhibition, % at 10 µM | 0.48% of 65,000 active | AID 555;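 active means ranked among the strongest by inhibition in the single 10 µM screen, a fixed top-ranked set picked for dose follow-up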; further: no value below 0 was filed
Spn PMK inh = S. pneumoniae PMK inhibition; 0.49% of 65,000 active; purified PMK, PK/LDH-coupled NADH absorbance 340 nm; inhibition, % at 10 µM;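 active means top-ranked compounds by inhibition in the single 10 µM screen, taking a fixed number of the strongest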;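 further: 0% = full reaction with DMSO carrier and 100% = background rate without enzyme reaction; no value below 0 was filed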
HPDE-C7K KRASV12 = cytotoxicity in KRAS-transformed pancreatic duct cells, primary screen, cell-based, fluorescence, HTS (AID 431). HPDE-C7K KRASV12 cells, Alamar Blue viability, 48 h; higher % means a stronger effect. cytotoxicity, % at 10 µM, or EC50 in µM where a hit was titrated. 1.7% of 63,000 active;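 active means compounds whose percent cytotoxicity in the single-dose primary screen, scaled between solvent and toxic-drug controls, exceeds 50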;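 further: 0% = DMSO solvent wells and 100% = doxorubicin-treated wells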
LYP phosphatase = LYP phosphatase inhibitors, primary screen, biochemical, DiFMUP fluorescence, recombinant catalytic domain, 10 µM (AID 606). recombinant LYP catalytic domain, DiFMUP fluorescence; higher % means a stronger effect. 52,000 tested, under 10 active. inhibition, % at 10 µM, or IC50 in µM where a hit was titrated;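 active means IC50 under 40 µM in the dose-response test; inactive means IC50 of 40 µM or more, or never dose-tested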
HT1080 cytotoxicity = cytotoxicity in HT1080 fibrosarcoma cells, cell-based, fluorescence readout (AID 620) | HT1080 viability, fluorescence; higher % means a stronger effect | cytotoxicity, % at 10 µM, or EC50 in µM where a hit was titrated | 0.42% of 87,000 active;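 further: cells exposed to compound overnight then 4 h with Alamar Blue; 0% = vehicle DMSO and 100% = killing control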
Bfl-1 inhibitors = Bfl-1 inhibitors, primary screen, biochemical, fluorescence polarization, FITC-Bid, mouse (AID 432); FITC-Bid BH3 peptide fluorescence polarization displacement; higher % means a stronger effect; one-dose displacement, % at 20 µM; IC50 in µM for titrated hits; 0.02% of 64,000 active; in the data active means a potency from the dose series; inactive means the rest, 99 in 100 with displacement below about 15%; further: strong numbers were not always called active
HPDE-C7 cytotoxicity = cytotoxicity in HPDE-C7 cells, cell-based, fluorescence, HTS (AID 430) | HPDE-C7 pancreatic duct cells viability, fluorescence; higher % means a stronger effect | cytotoxicity, % at 10 µM, or EC50 in µM where a hit was titrated | 1.8% of 63,000 active;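 further: cells exposed to compound for 48 hours before viability readout; 0% = vehicle and 100% = reference cytotoxic drug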
Spn DPM-DC inh = inhibitors of Streptococcus pneumoniae diphosphomevalonate decarboxylase | purified DPM-DC, PK/LDH coupled NADH fluorescence | calls only at 10 µM | 0.49% of 65,000 active | AID 556;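 active means the 320 compounds with the highest percent inhibition in the single-dose primary screen, excluding strongly autofluorescent ones, cut at about 32% in these data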;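 further: kinetic rate of NADH fluorescence loss reporting ADP formed by the decarboxylase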
Spn PMK inh pilot replicates = further read-out of Spn PMK inh, marked with its call; inhibition, %; measured here: pilot screen replicates
Spn MK inh pilot replicates = also measured in Spn MK inh; calls as there; inhibition, %; measured here: pilot screen replicates
Spn DPM-DC inh pilot screen % = recorded beside Spn DPM-DC inh, whose call it bears; inhibition, %; measured here: pilot screen trials
* marks the source's active call; other numbers are inactive results; i = inactive; · = no result given. Unless noted, no stated cut-off is given here; in the data, active means cytotoxicity above about 50%; inactive means the rest.

SMILES | Alkaline phosphatase | Spn MK inh | Spn PMK inh | HPDE-C7K KRASV12 | LYP phosphatase | HT1080 cytotoxicity | Bfl-1 inhibitors | HPDE-C7 cytotoxicity | Spn DPM-DC inh | others
Cn1c(=O)c2c(nc(NCCCN3CCOCC3)n2Cc2ccc(Cl)c(Cl)c2)n(C)c1=O | 4% | 0 | 3 | -1% | 6% | 15% | -1% | -6% | i
CCC(C)[C@H](NC(=O)NCc1ccccc1Cl)C(=O)O (some centres undefined) | 6% | 6 | 11 | 10% | -6% | -9% | -3% | -4% | i
Cc1cc(NS(=O)(=O)c2ccc(NC(=O)c3ccoc3C)cc2)nc(C)n1 | 8% | 3 | 11 | -3% | · | 1% | -2% | 3% | i
CCOC(=O)c1ccc(N2C(=O)CC(N3CCN(Cc4ccccc4)CC3)C2=O)cc1 (centres undefined) | 6% | 5 | 5 | 3% | · | -5% | -3% | 6% | i
CC(O)CSc1nc2c(c(=O)n(C)c(=O)n2C)n1CCCc1ccccc1 (centres undefined) | 11% | 8 | 3 | 6% | -6% | 2% | 4% | -10% | i
Oc1ccc(Cl)cc1Cc1cc(Cl)ccc1O | · | 0 | 0 | · | 3% | 14% | · | · | i
Cn1c(C(=O)O)cc2cc(F)ccc21 | 6% | 10 | 14 | -10% | 6% | 25% | 0% | 0% | i
Cc1nn(-c2ccccc2)c2nc(N)c(C#N)c(-c3ccc(F)cc3)c12 | 15% | 11 | 6 | 11% | 11% | -12% | -6% | 24% | ·
CCOC(=O)C1CCN(CCC(=O)Nc2cccc(Cl)c2C)CC1 | 12% | 8 | 0 | 4% | 15% | -6% | -15% | -9% | i
O=C(NCc1cccs1)C(Cc1ccccc1)n1cccc1 (centres undefined) | 15% | 12 | 2 | -8% | -3% | 1% | -6% | -21% | i | Spn PMK inh pilot replicates=3.0;Spn MK inh pilot replicates=1.0;Spn DPM-DC inh pilot screen %=0.0
Cc1c(C(=O)NCCCN2CCOCC2)sc2nc(-c3ccc(F)cc3)cn12 | -1% | 0 | 15 | 0% | · | 5% | -3% | -13% | i
CC1=Nn2c(nnc2-c2cc(-c3ccccc3)n[nH]2)SC1 | 24% | 6 | 16 | -10% | 6% | -4% | 15% | -18% | i | Spn PMK inh pilot replicates=0.0;Spn MK inh pilot replicates=0.0;Spn DPM-DC inh pilot screen %=1.5
COc1cccc(CNc2ccc(N3CCCCC3)cc2)c1OC | 8% | 12 | 9 | 30% | 2% | 10% | 1% | 16% | i
CCN(CC)S(=O)(=O)c1ccc(Br)c(OC)c1 | 26% | 4 | 7 | 4% | 1% | -1% | 0% | 8% | i | Spn PMK inh pilot replicates=1.5;Spn MK inh pilot replicates=0.0;Spn DPM-DC inh pilot screen %=0.5
COc1cc(C(=O)N2CCN(c3cc(Cl)ccc3Cl)CC2)cc(OC)c1OC | 20% | 2 | 2 | 65%* | 10% | 66%* | -4% | 64%* | i | Spn PMK inh pilot replicates=5.0;Spn MK inh pilot replicates=2.0;Spn DPM-DC inh pilot screen %=1.0
COc1ccc(CCNC(=O)c2ccc3nc(-c4ccco4)c(-c4ccco4)nc3c2)cc1OC | 11% | 27 | 15 | 50% | 0% | 6% | 2% | 49% | i
Cc1ccc(C2/C(=C(/O)c3ccc(OC(C)C)cc3)C(=O)C(=O)N2CCN2CCOCC2)cc1 (centres undefined) | 12% | 6 | 5 | 20% | 1% | -7% | -4% | 8% | i
CC(O)c1c(OCc2ccccc2)ncnc1OCc1ccccc1 (centres undefined) | 14% | 3 | 3 | -19% | 12% | -7% | -7% | -19% | i | Spn PMK inh pilot replicates=3.0;Spn MK inh pilot replicates=0.0;Spn DPM-DC inh pilot screen %=0.5
CS(=O)(=O)N(CC(=O)NCCC1=CCCCC1)c1ccc2c(c1)OCO2 | 7% | 7 | 10 | 2% | -2% | 4% | 4% | 3% | i
COc1ccc(Cl)cc1N1C(=O)C2CCCN2C1c1ccccc1F (centres undefined) | 0% | 4 | 0 | -3% | 3% | -7% | -7% | -12% | i
COc1c(F)c(F)c(C(=O)Nc2ccccc2N2CCN(C(C)=O)CC2)c(F)c1F | -4% | 10 | 3 | -9% | 14% | 10% | -7% | -5% | i
CCOc1ccc(C2SCC(=O)N2c2c(C)n(C)n(-c3ccccc3)c2=O)cc1 (centres undefined) | 3% | 0 | 0 | 5% | -11% | 5% | 0% | 4% | i
C=CCNc1ncnc2c1[nH]c1ccccc12 | -3% | 6 | 8 | 15% | · | 15% | 7% | 14% | i
O=C(CN1C(=O)C2CC=C(Cl)CC2C1=O)Nc1ccc(C(=O)O)cc1 (centres undefined) | 8% | 13 | 10 | 17% | 2% | -13% | 0% | -5% | i | Spn PMK inh pilot replicates=1.5;Spn MK inh pilot replicates=0.0;Spn DPM-DC inh pilot screen %=0.0
OC(C#CCN1CCCC1)c1ccccc1 (centres undefined) | 6% | 5 | 0 | -19% | 11% | 0% | -2% | -11% | i
O=c1c2c([nH]c3ccccc13)C(=C1CCCC1)CC2 | 7% | 0 | 0 | -4% | · | 1% | 2% | -1% | ·
CNc1nc(C)c(C(=O)OCc2ccccc2)s1 | 15% | 6 | 6 | -1% | 16% | -6% | -1% | 6% | i
O=C(CC12CC3CC(CC(C3)C1)C2)N1CCCOC1 | 13% | 6 | 15 | -9% | 6% | -6% | -3% | -3% | i
N#Cc1nc(Cc2cccc3ccccc23)oc1NCCCn1ccnc1 | -3% | 2 | 2 | -11% | 5% | 0% | 2% | -3% | i
O=C(COC(=O)c1cc(S(=O)(=O)N2CCOCC2)ccc1O)NCC1CCCO1 (centres undefined) | 5% | 0 | 6 | 55%* | -9% | -10% | -5% | -18% | i | Spn PMK inh pilot replicates=3.5;Spn MK inh pilot replicates=1.0;Spn DPM-DC inh pilot screen %=4.0
CCOc1ccc(-c2[nH]nc3c2C(c2cccnc2)C(C#N)=C(N)O3)cc1 (centres undefined) | 17% | 15 | 13 | 16% | · | 4% | -4% | 2% | i
COc1ccccc1-n1nnnc1SCc1cc2c(cc1Br)OCO2 | 11% | 1 | 0 | -4% | 6% | 6% | -1% | 6% | i | Spn PMK inh pilot replicates=2.0;Spn MK inh pilot replicates=0.0;Spn DPM-DC inh pilot screen %=2.0
COc1ccccc1NC(=O)N1CCN(c2ccc3nncn3n2)CC1 | 8% | 2 | 0 | -8% | -3% | -3% | 1% | -14% | i
CC(C(=O)N1CCN(c2ccccc2)CC1)N1C(=O)C2CC=CCC2C1=O (centres undefined) | 15% | 2 | 20 | -7% | 9% | -2% | 10% | -3% | i
Cc1cc(C(=O)O)ccc1-n1c(C)ccc1C | 25% | 4 | 7 | 9% | 7% | 1% | 27% | -2% | i | Spn PMK inh pilot replicates=6.5;Spn MK inh pilot replicates=0.0;Spn DPM-DC inh pilot screen %=0.0
Cc1ccc(Cl)cc1N1CCN(C(c2ccc(C#N)cc2)c2nnnn2C2CCCC2)CC1 (centres undefined) | 12% | 0 | 8 | -10% | 2% | -7% | 0% | -1% | i
O=C(OCC(=O)N(C1CCCCC1)C1CCCCC1)c1cnccn1 | 5% | 3 | 7 | -4% | -6% | -2% | -6% | 2% | i
O=C(c1cccn2c(=O)c3cc(Cl)ccc3nc12)N1CCOCC1 | 9% | 1 | 13 | -3% | -7% | -5% | -3% | -7% | · | Spn PMK inh pilot replicates=0.0;Spn MK inh pilot replicates=0.0
CCOC(=O)N1CCC(NC(=O)CCS(=O)(=O)c2ccc3c(c2)CCN3C(C)=O)CC1 | 2% | 9 | 11 | 0% | 7% | 15% | -4% | -4% | i
Cc1cccc(C)c1NC(=O)C1(N(Cc2ccco2)C(=O)c2ccccn2)CCCC1 | 4% | 10 | 6 | -4% | 14% | -1% | -7% | -2% | i
O=C(COC(=O)CNC(=O)C1CCCCC1)Nc1ccc(Cl)cn1 | 5% | 3 | 7 | -15% | -22% | 8% | 0% | 0% | i
Cc1ccc2c(c1)C1OCCC1C1N2C(=O)C2C(C(=O)O)C3C=CC21O3 (centres undefined) | 8% | 11 | 0 | 4% | -3% | -1% | -5% | -10% | i
CCOC(=O)C1CCN(c2c(N(C)Cc3ccco3)c(=O)c2=O)CC1 | 13% | 12 | 2 | 11% | -2% | 9% | 0% | 11% | i | Spn PMK inh pilot replicates=2.0;Spn MK inh pilot replicates=1.0;Spn DPM-DC inh pilot screen %=8.5
Cc1ccc(C)c(CSc2nnc(-c3cccnc3)o2)c1 | 10% | 8 | 4 | 0% | 5% | -14% | -1% | 3% | i
COc1ccc(-c2cn3c4c(sc3n2)CCCC4)cc1 | 4% | 6 | 6 | 6% | -6% | · | -4% | 5% | i
c1csc(-c2nn3c(Cn4cnc5ccccc54)nnc3s2)c1 | 3% | 10 | 4 | 9% | 10% | 22% | 0% | 8% | i
Cn1c(=O)[nH]c(=O)c2c1nc(NCCCn1ccnc1)n2CCOc1ccccc1 | 11% | 7 | 12 | · | · | 18% | -1% | · | i
COc1cc(OC)cc(C(=O)Nc2ncc3c(n2)CC(C)CC3=O)c1 (centres undefined) | 7% | 9 | 9 | 19% | 11% | -1% | -8% | 19% | i
COc1ccc(C)cc1NC(=O)c1cc2ccccc2o1 | 0% | 0 | 2 | -13% | · | 3% | -12% | -19% | i
CC1=CC(C)(C)N2C(=O)C3(SCC(=O)N3c3ccc(O)cc3)c3cc(C)cc1c32 (centres undefined) | 15% | 5 | 2 | 49% | 4% | -8% | 5% | 29% | i
Cc1csc(C(C#N)C(=O)c2ccc(S(=O)(=O)N3CCCC3)cc2)n1 (centres undefined) | 6% | 0 | 25* | 3% | -2% | · | 4% | 8% | i
Cc1ccc(-c2cc(=O)[nH][nH]2)c(C)c1 | -6% | 0 | 10 | -3% | · | -3% | -8% | -14% | i
O=C(NC1CCCCNC1=O)c1ccc(Cl)cc1 (centres undefined) | 3% | 12 | 7 | -13% | 2% | -1% | -4% | 2% | i
COc1ccc(C(=O)N2CCCC(c3nc(-c4cccs4)no3)C2)cc1OC (centres undefined) | -6% | 7 | 10 | -3% | · | 2% | 2% | -2% | i
Cc1cc(NS(=O)(=O)c2ccccc2)n(-c2ccccc2)n1 | 16% | 0 | 18 | -7% | 12% | 6% | -12% | -12% | i | Spn PMK inh pilot replicates=3.5;Spn MK inh pilot replicates=0.0;Spn DPM-DC inh pilot screen %=1.5
Cn1c(C(=O)N(Cc2ccccc2)Cc2ccccn2)cc2sccc21 | 4% | 0 | 10 | 0% | · | -5% | -1% | -7% | i

Looked up by structure from above, two records:
SMILES | Alkaline phosphatase | Spn MK inh | Spn PMK inh | HPDE-C7K KRASV12 | LYP phosphatase | HT1080 cytotoxicity | Bfl-1 inhibitors | HPDE-C7 cytotoxicity | Spn DPM-DC inh | others
COc1ccc(C)cc1NC(=O)c1cc2ccccc2o1 | 0% | 0 | 2 | -13% | · | 3% | -12% | -19% | i
COc1ccc(C(=O)N2CCCC(c3nc(-c4cccs4)no3)C2)cc1OC (centres undefined) | -6% | 7 | 10 | -3% | · | 2% | 2% | -2% | i

Screens (PubChem)
